PP5 primary = inhibitors of human protein phosphatase 5 (PP5) | P53041 | purified PP5c, OMFP substrate fluorescence | inhibition, % at 6.7 µM | 320,000 tested, 0.18% active | AID 1987;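 active = inhibition above the campaign's mean inhibition across all tested compounds plus 3 SD, cut at about 9.5% in these data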;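 also: 0% = DMSO only and 100% = 100 µM cantharidin control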
Target sequence (P53041 whole entry, looked up): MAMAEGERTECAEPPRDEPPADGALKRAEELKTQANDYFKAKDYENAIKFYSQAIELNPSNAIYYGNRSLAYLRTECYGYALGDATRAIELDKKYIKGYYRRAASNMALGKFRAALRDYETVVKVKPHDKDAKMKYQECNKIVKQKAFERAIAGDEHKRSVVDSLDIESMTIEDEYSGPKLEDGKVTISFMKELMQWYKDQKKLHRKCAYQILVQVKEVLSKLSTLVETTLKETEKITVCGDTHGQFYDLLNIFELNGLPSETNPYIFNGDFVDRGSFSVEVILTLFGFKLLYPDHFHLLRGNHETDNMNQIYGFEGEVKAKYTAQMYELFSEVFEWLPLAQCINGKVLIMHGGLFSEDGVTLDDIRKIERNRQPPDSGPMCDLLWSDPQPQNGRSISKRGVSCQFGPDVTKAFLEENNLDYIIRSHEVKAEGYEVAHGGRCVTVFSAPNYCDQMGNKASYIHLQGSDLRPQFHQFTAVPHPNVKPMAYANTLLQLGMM
EBNA-1 inhibitor = blocks EBNA-1 binding to DNA; EBNA-1 DNA binding, fluorescence polarization; inhibition, % at 14.8 µM; 300,000 tested, 0.34% active; in the data active = inhibition above about 28%
Efflux pump inh = inhibitors of Candida antifungal efflux pumps expressed in yeast; S. cerevisiae Candida pump triplex, Nile Red efflux; inhibition, % at 10 µM; 330,000 tested, 0.44% active;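 active = plate passing quality check with inhibition over a set limit, or well fluorescence over plate mean plus 4 SD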;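 also: Nile Red retained in pooled yeast measured as flow cytometry median fluorescence; 0% = buffer negative control and 100% = Enniatin B positive control; higher means more Nile Red kept so more efflux inhibition; some compounds called inactive have numbers as strong as hits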
PP1 counter = PP1-alpha (human) inhibition in PP5 counter-screen | P62136 | purified PP1alpha, OMFP fluorescence | inhibition, % at 6.7 µM | 320,000 tested, 0.9% active | AID 2235;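 active = inhibition above the mean inhibition of all tested compounds plus 3 SD, computed separately for each screening campaign, cut at about 15% in these data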
Target sequence (P62136 whole entry, looked up): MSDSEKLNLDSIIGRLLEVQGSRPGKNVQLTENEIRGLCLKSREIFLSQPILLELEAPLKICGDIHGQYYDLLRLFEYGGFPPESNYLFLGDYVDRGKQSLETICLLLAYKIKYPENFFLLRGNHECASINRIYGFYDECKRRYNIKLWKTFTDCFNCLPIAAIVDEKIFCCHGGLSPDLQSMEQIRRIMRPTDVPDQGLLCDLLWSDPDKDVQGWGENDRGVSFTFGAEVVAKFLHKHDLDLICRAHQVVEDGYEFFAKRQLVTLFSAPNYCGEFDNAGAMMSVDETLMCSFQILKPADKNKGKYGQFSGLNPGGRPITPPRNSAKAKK
TPT1 inhibitor = inhibitors of Candida albicans tRNA 2'-phosphotransferase TPT1; inhibition, % at 5 µM; 300,000 tested, 0.81% active; recombinant caTPT1, FP RNA substrate dephosphorylation;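 active = inhibition above the mean of all tested compounds plus 3 SD, set per screening campaign, cut at about 24% in these data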;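 also: plate controls were DMSO alone for no effect and ferristatin control at 100 nM for full effect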
ZTA DNA inh = blocks Epstein-Barr virus ZTA, an EBNA-1 counter-screen; ZTA-DNA binding, fluorescence polarization; inhibition, % at 11 µM; 320,000 tested, 0.15% active; in the data active = inhibition above about 33%
Target sequence (P03206 whole entry, looked up): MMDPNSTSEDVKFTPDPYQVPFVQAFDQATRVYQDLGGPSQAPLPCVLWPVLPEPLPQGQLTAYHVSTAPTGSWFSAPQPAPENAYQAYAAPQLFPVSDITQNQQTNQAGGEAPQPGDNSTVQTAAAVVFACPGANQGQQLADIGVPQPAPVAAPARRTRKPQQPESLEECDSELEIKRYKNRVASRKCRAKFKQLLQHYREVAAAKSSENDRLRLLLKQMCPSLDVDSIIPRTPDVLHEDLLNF
PREPL inhibitor = inhibits the human prolyl oligopeptidase-like enzyme; Q4J6C6; recombinant PREPL, fluorescence polarization activity-based probe; inhibition, % at 5.96 µM; 320,000 tested, 0.68% active; AID 2751; in the data active = inhibition above about 43%;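 also: 0% = enzyme with DMSO and 100% = wells lacking enzyme; many of its hits are not listed in these tables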
core dimer inh = HCV core protein dimerization inhibition; TR-FRET GST/Flag-core106 dimerization, 1536-well; inhibition, % at 5 µM; 300,000 tested, 0.33% active; AID 1899;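 active = inhibition above the mean of all tested compounds plus 3 SD, set per screening campaign, cut at about 45% in these data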
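Material: Tagged HCV core106 pair (GST and Flag) | Amount: GST-core106 13.5 nM, Flag-core106 17 nM | Medium: KF-containing HEPES buffer, pH 7.45, DTT, CHAPS, BSA | Reagent: Eu donor and XL665 acceptor anti-tag antibodies | Schedule: 4 h at 22.5 °C | Technique: Time-resolved FRET, ex 340 nm, em 617 and 671 nm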
CTSL1 counter = blocks F. hepatica cathepsin L1 in PFM18AAP counter-screen; 300,000 tested, 0.49% active; inhibition, % at 5.96 µM; recombinant F. hepatica cathepsin L1, Z-Leu-Arg-MCA fluorescence;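 active = inhibition above the mean of all tested compounds plus 3 SD, set per screening campaign, cut at about 17% in these data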;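 also: 0% = plate median of test compound wells and 100% = 1 µM Z-Phe-Ala-diazomethylketone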
* hit, by the source's call; · = no result given.

SMILES	PP5 primary	EBNA-1 inhibitor	Efflux pump inh	PP1 counter	TPT1 inhibitor	ZTA DNA inh	PREPL inhibitor	core dimer inh	CTSL1 counter
C=C(c1ccccc1O)n1ccnc1	-4.8	-12	0.1	-6	0	-9	14	-3	0
CC(CN1CCN(C)CC1)OC(=O)c1ccccc1 (stereo not given)	-2.1	9	0.0	-2	-5	1	-2	-1	-2
CN(Cc1c(C(=O)N(C)Cc2ccccc2)nc2ccccn12)CC1Cc2ccccc2O1 (stereo not given)	-0.2	-1	0.0	3	-5	-2	8	0	3
Cc1ccc2[nH]c(=O)c(CN(C)C(=O)c3ccccn3)cc2c1	1.0	10	0.1	5	-7	6	0	1	0
C=CCn1c(SCc2csc(C)n2)nc2scc(-c3ccc(C)o3)c2c1=O	2.0	-10	0.4	-1	3	2	12	2	1
CCCCN1C(=O)C(O)=C(C(C)=O)C1c1ccc(OC)cc1OC (stereo not given)	2.3	4	0.1	1	0	1	-5	-1	-5
C(=N\N1CCN(Cc2cccc3ccccc23)CC1)/c1cccs1	0.3	3	0.0	-1	-3	2	8	-1	-1
O=S1(=O)C[C@@H](N2CCOCC2)[C@H](N2CCOCC2)C1	0.4	8	0.0	0	-2	6	-2	-8	-2
O=C(CSc1nccc(-c2cccs2)n1)Nc1ccc(Cl)cc1	5.0	-3	-0.3	1	-3	-8	-38	-1	0
Fc1ccc(CO/N=C2\CCCc3nonc32)cc1	-3.7	-13	0.1	2	1	5	-1	3	-6
CC(Sc1ccsc1[N+](=O)[O-])C(=O)NCc1ccco1 (stereo not given)	-0.9	-4	0.1	-1	2	8	-1	20	5
CCOC(=O)C1CCCN(C(=O)c2[nH]c3ccc(OC)cc3c2C)C1 (stereo not given)	-1.1	0	0.3	-4	-4	5	-6	-3	2
Cc1ccc(S(=O)(=O)N2CCCC2C(=O)NCc2ccncc2)cc1 (stereo not given)	0.6	7	0.1	-6	0	-1	1	1	1
CC(C)CCN(C(=S)Nc1cccc(F)c1)C1CCN(C(C)C)CC1	-0.1	-7	0.0	-4	0	-10	-1	-1	0
CCc1nnc(NC(=O)CSc2nnc(COc3ccccc3C)o2)s1	1.3	-6	0.1	-1	0	0	8	1	1
CC1CCCCN1c1ccc(N)cc1C(N)=O (stereo not given)	1.4	5	0.1	-3	-4	16	2	0	-4
Cc1nn(-c2ccccc2)c(N2CCCC2)c1/C=N/Nc1ccc(S(=O)(=O)Nc2ccccc2)cc1[N+](=O)[O-]	-0.1	3	-0.4	1	-3	11	4	41	5
COCCn1c(SCC#N)nnc1-c1ccc2c(c1)OCO2	0.1	-2	0.0	-1	-2	6	4	-7	4
CC(C)C(C)NC(=O)COc1ccc(S(=O)(=O)N2CCOCC2)cc1[N+](=O)[O-] (stereo not given)	-0.1	-20	0.2	-1	1	-13	1	-10	-1
COCCn1c(SCC(=O)NC2CCCC2)nnc1-c1ccncc1	-0.2	-4	-0.1	2	-2	-9	9	2	0
CC(C)NC(=O)CSc1c2c(nc3ccccc13)CCCC2	2.8	-2	0.0	-3	0	-9	5	-1	-1
CCOC(=O)c1c(NC(=O)CSc2nnnn2-c2ccccc2OCC)sc2c1CC(C)(C)NC2(C)C	2.1	7	0.1	2	-2	9	-31	-1	4
COc1ccc(S(=O)(=O)Nc2ccccc2C(=O)N2CCCC2)cc1OC	-1.4	7	0.1	0	-1	8	-3	1	-4
Cc1c(C(=O)Nc2ccccc2F)cnn1-c1ccccc1	-1.2	-10	-0.1	-3	-3	0	7	-2	1
COc1cccc(CN2CCN(C(=O)c3cccc(OC)c3)CC2)c1	-1.3	-10	-0.2	-2	0	-9	12	-6	-2
(next part)
SMILES	PP5 primary	EBNA-1 inhibitor	Efflux pump inh	PP1 counter	TPT1 inhibitor	ZTA DNA inh	PREPL inhibitor	core dimer inh	CTSL1 counter
COc1ccc(NC(=O)CCN2C(=O)c3ccc([N+](=O)[O-])cc3C2=O)c(OC)c1	0.0	0	0.1	0	1	3	0	0	-1
Cc1ccc(C(=O)Cn2nnc3ccccc32)cc1C	-2.8	9	0.0	-1	-1	23	1	6	2
CC(C)(C)c1ccc(NC(=O)C2=CN3CCS(=O)(=O)N=C3C=C2)cc1	2.1	·	0.1	0	·	-1	25	·	·
Cc1nc(Cl)c(C(=O)NC(C)(C)C)c(C)c1Cl	-0.2	-16	-0.1	-1	-3	-27	9	-14	-3
CC1CCCN(CCOCCOc2ccccc2-c2ccccc2)C1 (stereo not given)	0.0	-6	0.1	-3	1	-2	12	-7	-1
Cc1onc(-c2ccccc2Cl)c1C(=O)Oc1cc(N)n(S(=O)(=O)c2ccc(F)cc2)n1	2.1	10	0.0	5	2	1	4	-5	2
O=C(CCCN1C(=O)c2cccnc2C1=O)Nc1ccccc1F	1.6	-3	0.0	-2	-2	2	-3	4	-4
CCOCCn1c(CN2CCN(CC)CC2)nc2c1c(=O)n(C)c(=O)n2C	-2.5	4	-0.2	-4	0	16	0	1	2
COc1cccc(Cn2cccc(NC(=O)Nc3cccc(C#N)c3)c2=O)c1	2.3	9	0.0	1	-5	5	-4	0	2
O=C(O)C1CC=CCC1C(=O)N1CCN(c2nc(-c3ccccc3)c3ccccc3n2)CC1 (stereo not given)	3.3	10	0.0	5	-4	-23	10	33	4
CCOC(=O)C1CCN(Cc2nnnn2CCc2ccccc2)CC1	1.1	-11	-0.2	-1	-2	-25	11	-15	-3
COc1ccc(C(C[N+](=O)[O-])c2c(-c3ccccc3)cc3ccccn23)cc1 (stereo not given)	1.5	-2	-0.1	7	4	1	8	14	-4
O=C1CCCN1CCCNc1ncnc2c1[nH]c1ccc(Cl)cc12	0.6	9	-0.1	2	-6	-13	30	-2	1
COc1cc(OC)c(C2=NOC(C(=O)NCc3cccnc3)C2)cc1Cl (stereo not given)	-0.1	-3	0.1	-2	-4	-15	-5	-4	-9
CC(C)(C)OC(=O)[C@H](Cc1ccccc1)NC(=O)c1nc[nH]c1C(=O)N1CCN(c2ccccc2)CC1	1.3	12	-0.1	5	-2	19	18	2	3
S=c1nc(-c2cc(Cl)cc(Cl)c2)[nH][nH]1	-2.6	-3	-0.1	-3	-3	-4	2	-2	0
CC(=O)Nc1ccc(S(=O)(=O)Nc2cccc(C(=O)NC(C)(C)C)c2)cc1	1.2	3	-0.1	6	-1	11	1	-5	-4
CC(=O)N1c2ccccc2NC2=C(C(=O)CCC2)C1c1ccco1 (stereo not given)	2.2	12	0.2	-3	1	3	2	1	1
CCN1C(=O)c2ccc(-c3nc4ccccc4c(=O)o3)cc2C1=O	3.6	-5	0.3	-4	1	9	3	0	-2
Cc1cccc(NC(=O)C2CCN(C(=O)c3ccco3)CC2)c1C	4.0	4	0.1	-1	-4	-21	-2	-6	-4
CCOC(=O)c1[nH]c2ccc(OC)cc2c1NC(=O)CN1CCc2ccccc2C1	2.3	-10	-0.1	1	-1	3	36	4	5
CC(Sc1ncn[nH]1)C(=O)Nc1ccc(Cl)cn1 (stereo not given)	1.1	-16	-0.1	-2	-4	-16	13	-4	10
O=S(=O)(c1ccc(Cl)cc1)N1CCCC(c2nc(-c3ccc(F)cc3)no2)C1 (stereo not given)	4.9	4	0.1	-3	3	-5	-6	-9	-3
CCOC(=O)c1ccc(N2C(=O)C3CC=C(C)CC3C2=O)cc1 (stereo not given)	0.1	3	-0.1	-5	-2	-12	0	-2	-1
N#Cc1ccccc1NC(=O)COC(=O)CSc1nc2ccccc2o1	0.0	-3	-0.2	2	-1	0	-1	0	-36
(list continues)
SMILES	PP5 primary	EBNA-1 inhibitor	Efflux pump inh	PP1 counter	TPT1 inhibitor	ZTA DNA inh	PREPL inhibitor	core dimer inh	CTSL1 counter
CCCCOc1ccc(-c2nnn(CCC(=O)N3CCOCC3)n2)cc1	1.9	-2	0.0	6	0	0	18	9	-1
FC(F)(F)c1ccc(/C=N/NC(=S)NC2CCCCC2)cc1	0.6	0	0.5	-3	4	4	3	3	0
Oc1cccnc1SCc1ccccc1	0.5	-6	-0.1	-7	-4	-9	-12	-7	1
O=C(c1ccco1)N1CCN(c2ccc(N3CCCCC3)nn2)CC1	2.1	-9	0.0	-6	-2	4	6	3	0
COC(=O)c1c(NC(=O)CCS(=O)(=O)c2ccccc2)sc2c1CCN(C)C2	1.7	3	0.0	-1	3	4	0	10	-9
Cc1cc2occ(CC(=O)Nc3nccs3)c2cc1C(C)C	1.8	11	-0.2	-11	-2	-12	1	-7	5
CCOCCCNC(=O)c1ccc(OC)c(OC2CCN(C(C)C)CC2)c1	0.2	-13	0.3	-3	2	-3	2	0	0
CCOc1ccccc1C(=O)NCC(=O)N(C)Cc1cccnc1	0.3	-6	-0.1	0	-2	-15	-1	-2	0
COc1ccc(C(c2sc3nc(C)nn3c2O)N2CCN(CCO)CC2)cc1OC (stereo not given)	0.8	-17	-0.2	-2	-2	-8	8	12	0
O=c1[nH]c(=O)n(C2C[C@H](O)[C@@H](CO)O2)cc1C(F)(F)F (stereo not given in full)	2.5	1	0.0	-5	-1	5	-7	-7	-4
COc1ccc(S(=O)(=O)N2CCc3ccccc32)cc1NC(C)=O	0.1	-6	0.1	-1	1	2	-8	-5	-1
Cc1cccc(NC(=S)NCc2ccc3c(c2)OCO3)c1C	0.9	-5	-0.2	-4	2	-7	-3	-8	-3
O=C(COc1cccc(C(F)(F)F)c1)Nc1ccc2[nH]ncc2c1	-0.1	1	-0.1	-3	3	7	5	13	-1
COc1ccc(N2CCN(S(=O)(=O)c3cn(C)c(=O)n(C)c3=O)CC2)cc1	0.9	-8	0.1	-2	-2	7	-3	-9	-10
Cc1ccc(S(=O)(=O)NC2=NCN(CC(=O)O)CN2)cc1	1.1	9	0.0	-2	3	3	5	-1	0
O=C(Cc1c(F)cccc1Cl)Nc1ccncc1	1.4	7	-0.3	-1	1	-8	7	-2	-4
COc1ccc(F)c(CN2CCN(CCc3ccccc3)C(CCO)C2)c1 (stereo not given)	1.1	9	0.0	-1	3	7	4	-3	4
Cc1cc(C(=O)N2CCN(c3ccc([N+](=O)[O-])cc3)CC2)c(C)o1	1.4	8	0.1	-1	5	7	27	9	-5
Cc1cccc2cc(C(c3nnnn3CC3CCCO3)N3CCCc4ccccc43)c(=O)[nH]c12 (stereo not given)	-1.8	0	0.1	-2	-2	-10	12	5	6
COC(=O)c1ccc(/C=N/NC(=S)NC(C)C)cc1	7.2	7	-0.1	0	-2	-3	-13	-6	3
CCOc1ccc(NC(=O)c2ccco2)cc1S(=O)(=O)N1CCCC1	2.7	·	-0.2	0	·	-7	13	·	·
Cc1[nH]c2ccccc2c1C(=O)CN1CC(C)CC(C)C1 (stereo not given)	2.9	-6	-0.1	-1	6	-10	6	1	0
Cc1nn(CCCC(=O)NCCc2ccccc2)c(C)c1[N+](=O)[O-]	-1.3	1	-0.1	-3	-2	-8	8	-2	6
CC(C)Nc1nc(NC(C)C)nc(Nn2cnnc2)n1	0.7	5	0.0	-3	5	7	-8	-1	0
Cc1ccc(S[C@@H](CCN2CC[C@H](O)CCC2=O)c2ccccc2)cc1	0.3	6	-0.2	-2	2	10	-12	1	-1

Four entries from above in a different format.
| canonical_smiles | PP5 primary | EBNA-1 inhibitor | Efflux pump inh | PP1 counter | TPT1 inhibitor | ZTA DNA inh | PREPL inhibitor | core dimer inh | CTSL1 counter |
| --- | --- | --- | --- | --- | --- | --- | --- | --- | --- |
| COc1ccc(C(c2sc3nc(C)nn3c2O)N2CCN(CCO)CC2)cc1OC (stereo not given) | 0.8 | -17 | -0.2 | -2 | -2 | -8 | 8 | 12 | 0 |
| O=c1[nH]c(=O)n(C2C[C@H](O)[C@@H](CO)O2)cc1C(F)(F)F (stereo not given in full) | 2.5 | 1 | 0.0 | -5 | -1 | 5 | -7 | -7 | -4 |
| COc1ccc(S(=O)(=O)N2CCc3ccccc32)cc1NC(C)=O | 0.1 | -6 | 0.1 | -1 | 1 | 2 | -8 | -5 | -1 |
| Cc1cccc(NC(=S)NCc2ccc3c(c2)OCO3)c1C | 0.9 | -5 | -0.2 | -4 | 2 | -7 | -3 | -8 | -3 |

Some of the compounds tested; rates above refer to the full screens.
